# Bioassay records as filed in PubChem BioAssay.
# GDH-TPI inh = GDH-TPI coupled enzyme inhibition counter-screen; GDH-TPI coupled enzyme counterscreen, NADH absorbance; actives 1.2% (n = 360,000); inhibition, % at 4.8 µM;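 note: 0% = DMSO wells and 100% = wells lacking the enzyme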
# VHR inh abs = DUSP3 (human) phosphatase inhibition; P51452; recombinant VHR phosphatase, pNPP absorbance; inhibition, % at 13.3 µM; actives 0.52% (n = 290,000); in the data active = inhibition above about 50%; note: some compounds called inactive have numbers as strong as hits
# Target sequence (P51452 whole entry, looked up): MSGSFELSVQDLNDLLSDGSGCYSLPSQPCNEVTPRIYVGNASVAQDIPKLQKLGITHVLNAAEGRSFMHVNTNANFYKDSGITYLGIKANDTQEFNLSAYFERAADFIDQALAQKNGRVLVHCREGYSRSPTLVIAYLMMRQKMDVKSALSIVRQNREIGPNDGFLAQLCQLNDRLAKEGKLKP
# FadD28 binding = inhibitors of Mycobacterium tuberculosis FadD28 bisubstrate binding; FadD28 bisubstrate probe binding, fluorescence polarization; inhibition, % at 12.5 µM; actives 0.22% (n = 360,000); in the data active = inhibition above about 8.5%, passing the limit was not always enough; inconclusive = no clear call, values can overlap the other calls
# Rv3671c inh = inhibits the M. tuberculosis serine protease Rv3671c; actives 0.048% (n = 320,000); inhibition, % at 5.96 µM; AID 2606; P9WHR9; in the data active = inhibition above about 38%;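 note: extracellular domain of Rv3671c used as enzyme; 0% = enzyme with DMSO and 100% = no enzyme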
# Target sequence (P9WHR9 whole entry, looked up, the tested form may be a part): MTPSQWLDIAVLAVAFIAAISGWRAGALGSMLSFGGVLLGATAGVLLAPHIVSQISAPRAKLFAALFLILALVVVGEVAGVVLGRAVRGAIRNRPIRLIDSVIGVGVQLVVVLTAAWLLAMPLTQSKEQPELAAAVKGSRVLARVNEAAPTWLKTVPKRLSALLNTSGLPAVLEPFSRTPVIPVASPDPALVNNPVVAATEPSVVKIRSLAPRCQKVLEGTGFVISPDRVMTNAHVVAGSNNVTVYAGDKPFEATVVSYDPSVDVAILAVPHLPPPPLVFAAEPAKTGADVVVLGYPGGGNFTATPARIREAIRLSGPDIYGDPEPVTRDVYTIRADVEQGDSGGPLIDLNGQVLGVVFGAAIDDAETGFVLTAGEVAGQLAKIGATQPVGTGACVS
# Mtb FBA inh = Mtb fructose-bisphosphate aldolase inhibition; P9WQA3; purified M. tuberculosis FBA, fluorescence read-out; inhibition, % at 1 µM; actives 2.3% (n = 360,000); in the data active = inhibition above about 27%;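 note: 0% = vehicle and 100% = reference inhibitor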
# Target sequence (P9WQA3 whole entry, looked up): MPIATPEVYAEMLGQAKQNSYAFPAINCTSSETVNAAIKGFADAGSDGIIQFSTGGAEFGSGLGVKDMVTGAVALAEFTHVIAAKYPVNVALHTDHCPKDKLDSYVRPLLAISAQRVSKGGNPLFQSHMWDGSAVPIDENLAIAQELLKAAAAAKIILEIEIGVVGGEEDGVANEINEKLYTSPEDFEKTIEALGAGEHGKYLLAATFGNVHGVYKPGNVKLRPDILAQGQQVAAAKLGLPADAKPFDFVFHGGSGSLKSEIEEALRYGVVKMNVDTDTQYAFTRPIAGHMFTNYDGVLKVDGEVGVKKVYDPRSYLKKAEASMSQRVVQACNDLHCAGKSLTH
# CCHFV vOTU inh = CCHFV vOTU protease inhibition | actives 0.55% (n = 370,000) | inhibition, % at 11.5 µM | Pep-AMC fluorescence; note: 0% = vehicle wells with enzyme and 100% = no enzyme wells
# MazEF act = increases E. coli MazEF RNase cleavage of RNA. P0AE70. FAM/BHQ RNA-DNA oligo cleavage fluorescence, 5 h. activation, % at 20 µM. actives 0.32% (n = 350,000); in the data active = activation above about 50%
# Target sequence (P0AE70 whole entry, looked up): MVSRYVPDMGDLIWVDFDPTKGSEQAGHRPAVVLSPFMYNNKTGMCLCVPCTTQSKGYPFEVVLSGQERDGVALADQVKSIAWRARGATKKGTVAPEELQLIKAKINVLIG
# BioA inh = BioA (M. tuberculosis) enzyme inhibition; purified M. tuberculosis BioA enzyme, plate reader; inhibition, % at 9.99 µM; actives 0.096% (n = 360,000); AID 602481; in the data active = inhibition above about 40%; inconclusive = no clear call, values can overlap the other calls
# BoNT F protease = blocks Botulinum neurotoxin F light chain protease | inhibition, % at 10 µM | AID 588497 | actives 0.22% (n = 360,000) | Multiplex microsphere protease cleavage assay, flow cytometry; in the data active = inhibition above about 35%, passing the limit was not always enough; inconclusive = no clear call, values can overlap the other calls; note: plate controls were buffer without enzyme for full effect and enzyme alone for no effect
# Mtb UGM inh = blocks M. tuberculosis UGM enzyme; purified UGM, fluorescence polarization probe displacement; inhibition, % at 10 µM; actives 0.06% (n = 320,000); AID 504406; in the data active = inhibition above about 10%, passing the limit was not always enough; inconclusive = no clear call, values can overlap the other calls
# * = called active by the depositor; ? = inconclusive; . = not tested or not shown. Cut-off read from the data, not from the text of the source, unless noted: active = inhibition above about 30%; inactive = the rest.
# Short forms – A = GDH-TPI inh; B = VHR inh abs; C = FadD28 binding; D = Rv3671c inh; E = Mtb FBA inh; F = CCHFV vOTU inh; G = MazEF act; H = BioA inh; I = BoNT F protease; J = Mtb UGM inh
COc1ccc2c3c([nH]c2c1)[C@H]1C[C@H]2[C@H](C[C@@H](O)[C@H](OC)[C@H]2C(=O)O)CN1CC3
  A = 9.8; B = .; C = 1.2; D = 4.4; E = 5.1; F = -44.4; G = 8.5; H = -2.9; I = -3.1; J = 1.1

Cn1cnnc1Sc1ccc(C(=O)NCCC23CC4CC(CC(C4)C2)C3)cc1[N+](=O)[O-]
  A = 3.6; B = -17.6; C = -2.9; D = -3.9; E = 7.2; F = 3.9; G = -2.3; H = .; I = -1.6; J = -3.0

CC1(C)Cc2ccccc2C2CC(O)C(=O)N21 (centres undefined)
  A = 7.2; B = 14.3; C = -1.1; D = 2.1; E = 3.7; F = -2.6; G = 21.4; H = 0.2; I = 1.1; J = -0.1

CCN(C(=O)CSc1ccc2ccccc2n1)C1CCS(=O)(=O)C1 (centres undefined)
  A = 8.0; B = 34.0; C = -3.0; D = 12.1; E = -1.4; F = 15.1; G = 0.7; H = .; I = -2.8; J = -1.8

O=C(O)CCCc1c(-[n+]2ccccc2)[nH]c2ccccc12
  A = -0.9; B = 26.2; C = -3.0; D = -0.4; E = -5.2; F = 6.5; G = -0.9; H = .; I = 0.1; J = 2.3

O=C(CSc1nncs1)NC(=O)NCc1ccccc1
  A = 1.9; B = -6.1; C = -1.3; D = 10.2; E = -1.2; F = 10.2; G = -2.1; H = 0.8; I = 1.3; J = -0.8

CCC1CCCCN1Cc1ccc(OC)c(OC)c1 (centres undefined)
  A = -0.9; B = 31.9; C = -0.9; D = -2.0; E = -1.5; F = .; G = 5.5; H = .; I = -4.6; J = 0.0

CCOc1ccc(S(=O)(=O)NCCC(=O)NCc2ccncc2)cc1
  A = -8.8; B = .; C = -4.1; D = 6.3; E = 1.0; F = -8.2; G = 5.4; H = 0.9; I = -8.9; J = -0.3

COc1ccc(OCC(NS(=O)(=O)c2ccc(-n3cnnn3)cc2)C(C)C)cc1 (centres undefined)
  A = -4.7; B = 7.1; C = -2.7; D = -5.2; E = 3.7; F = 12.6; G = 2.4; H = 0.8; I = 1.3; J = 0.1

CCN1CCN(C(c2cccc(OC)c2OC)c2nnnn2Cc2ccco2)CC1 (centres undefined)
  A = 4.2; B = 8.5; C = -4.4; D = 4.5; E = 0.5; F = -4.7; G = 6.4; H = .; I = -8.6; J = 1.0

COc1cc2c(cc1OC)CN(C(=O)CSc1nnc(C)s1)CC2
  A = 6.0; B = -11.2; C = -3.8; D = 3.9; E = 5.2; F = 2.4; G = 0.6; H = 1.6; I = 4.2; J = 1.2

CC1Oc2ccccc2C=C1/C=N/NC(=O)c1ccccc1O (centres undefined)
  A = 15.8; B = 2.6; C = -4.7; D = -19.1; E = 0.1; F = 19.6; G = -4.6; H = .; I = -3.9; J = -2.1

CCOc1ccccc1/C=N/n1c(COc2ccccc2)n[nH]c1=S
  A = 12.1; B = 16.5; C = .; D = 13.5; E = 0.0; F = 14.0; G = -0.3; H = 1.4; I = 1.0; J = -1.9

O=C(CO/N=C/c1ccc(Cl)cc1Cl)NNC(=O)c1cccc(Cl)c1
  A = 3.7; B = 0.4; C = -0.8; D = -6.9; E = 4.0; F = -3.4; G = 13.6; H = -1.2; I = -1.9; J = -0.7

O=C(CSc1nc2ccccc2c(=O)n1CCCO)NCc1ccccc1
  A = 7.4; B = 23.5; C = -1.3; D = 5.2; E = -0.6; F = 2.4; G = 2.1; H = -1.3; I = -12.0; J = 1.6

# The final four compounds of the part before are carried over, then new ones follow.
# Short forms – A = GDH-TPI inh; B = VHR inh abs; C = FadD28 binding; D = Rv3671c inh; E = Mtb FBA inh; F = CCHFV vOTU inh; G = MazEF act; H = BioA inh; I = BoNT F protease; J = Mtb UGM inh
CC1Oc2ccccc2C=C1/C=N/NC(=O)c1ccccc1O (centres undefined)
  A = 15.8; B = 2.6; C = -4.7; D = -19.1; E = 0.1; F = 19.6; G = -4.6; H = .; I = -3.9; J = -2.1

CCOc1ccccc1/C=N/n1c(COc2ccccc2)n[nH]c1=S
  A = 12.1; B = 16.5; C = .; D = 13.5; E = 0.0; F = 14.0; G = -0.3; H = 1.4; I = 1.0; J = -1.9

O=C(CO/N=C/c1ccc(Cl)cc1Cl)NNC(=O)c1cccc(Cl)c1
  A = 3.7; B = 0.4; C = -0.8; D = -6.9; E = 4.0; F = -3.4; G = 13.6; H = -1.2; I = -1.9; J = -0.7

O=C(CSc1nc2ccccc2c(=O)n1CCCO)NCc1ccccc1
  A = 7.4; B = 23.5; C = -1.3; D = 5.2; E = -0.6; F = 2.4; G = 2.1; H = -1.3; I = -12.0; J = 1.6

Fc1ccccc1N1CCN(Cc2cc(-c3ccccc3)on2)CC1
  A = -0.4; B = 28.0; C = -2.1; D = 2.8; E = 0.8; F = -6.9; G = 0.1; H = -0.3; I = -6.1; J = 0.9

c1ccc(-c2nc(NCC3CCCO3)c3oc4ccccc4c3n2)cc1 (centres undefined)
  A = 15.7; B = 47.0; C = -3.1; D = -5.8; E = -1.1; F = -2.5; G = -6.2; H = -0.5; I = -1.4; J = 0.3

CCOC(=O)C1=C(O)CSC1=Nc1cccc2ccccc12
  A = 11.2; B = -1.5; C = -1.9; D = 7.0; E = 2.6; F = -1.0; G = 6.6; H = -0.4; I = -15.7; J = -0.7

CC(=O)Nc1ccc(/C=C/c2ccc3cccc([N+](=O)[O-])c3n2)cc1
  A = 40.0*; B = 16.6; C = -2.9; D = -13.8; E = -2.0; F = 3.2; G = 5.7; H = -1.5; I = -16.6; J = -1.9

CCC(=O)N1CCCC1(C)C(=O)Nc1ccc(OC(F)F)cc1 (centres undefined)
  A = -4.5; B = .; C = -3.6; D = .; E = -1.5; F = -1.1; G = .; H = -0.7; I = -5.5; J = .

Cc1ccc(Nc2nc3ccccc3c(=O)[nH]2)cc1C
  A = 3.0; B = 17.9; C = 0.3; D = 1.5; E = 2.0; F = -10.0; G = 7.8; H = .; I = -7.5; J = 1.2

Cc1ccc(S(=O)(=O)Nc2ccc(NC(=O)c3ccc(F)cc3)cc2)cc1
  A = 3.5; B = 10.8; C = 0.2; D = -5.8; E = -1.4; F = 10.4; G = 27.2; H = .; I = 5.0; J = -1.1

CCc1ccc(-c2cc(C)no2)cc1S(=O)(=O)N1CCN(c2ccc(OC)cc2)CC1
  A = 5.9; B = -0.7; C = -1.2; D = 0.7; E = 1.6; F = -1.9; G = 8.6; H = -3.2; I = 2.7; J = 0.4

CC(C)Cn1c2c(c(O)c(C(=O)Nn3c(Cc4ccccc4)nc4ccccc4c3=O)c1=O)CCCC2
  A = 5.6; B = 5.8; C = 0.7; D = 3.5; E = -0.7; F = -7.3; G = -11.1; H = .; I = -24.2; J = -1.1

COc1cccc(NC(=O)CCNC(=O)c2ccccc2Cl)c1
  A = -1.9; B = 6.7; C = -19.2; D = 5.2; E = 1.6; F = .; G = 9.4; H = 0.3; I = -0.6; J = 0.3

CC(C)C(=O)N1CCC2(CC1)Oc1ccc(F)cc1C(=O)C21CC(c2ccc(Cl)cc2)=NO1 (centres undefined)
  A = 3.5; B = 3.5; C = -1.2; D = 0.4; E = 2.0; F = 2.8; G = 4.0; H = -1.8; I = -3.5; J = -1.6

CCOc1ccc(C2C(C(=O)c3ccco3)=C(O)C(=O)N2Cc2cccnc2)cc1OC (centres undefined)
  A = 2.7; B = -14.9; C = -1.6; D = -3.7; E = 1.4; F = 11.8; G = -0.1; H = 1.1; I = 3.4; J = -0.3

Cc1cccc(CSc2[nH]c(=O)ncc2C)c1
  A = 1.3; B = 72.7; C = -0.7; D = -7.7; E = 0.3; F = -1.6; G = 6.8; H = -0.1; I = 5.9; J = 1.7

CCOc1ccc(-c2nnn(CC(=O)Nc3cc(OC)cc(OC)c3)n2)cc1OCC
  A = 12.5; B = 0.3; C = -2.4; D = -7.3; E = -1.1; F = 2.1; G = -2.7; H = -1.6; I = -16.1; J = 1.9

CCCC(C(=O)NCc1ccco1)N(C(=O)CNS(=O)(=O)c1ccccc1)c1ccc(OC)cc1 (centres undefined)
  A = -1.9; B = 12.9; C = -1.1; D = 1.4; E = 1.2; F = 17.1; G = 10.4; H = -1.2; I = -11.0; J = -1.1

CN(Cc1ccco1)C(=O)C1CCCN(c2ncnc3c2nc2n3CCCCC2)C1 (centres undefined)
  A = 3.5; B = 27.4; C = -2.3; D = 0.5; E = 0.1; F = 5.1; G = -0.1; H = 2.5; I = 3.9; J = 0.2

CCOC(=O)N1CCN(C(=O)c2ccc(Cl)c(NC(=O)c3cccs3)c2)CC1
  A = -9.6; B = .; C = -1.9; D = -13.2; E = -0.3; F = 3.7; G = 4.9; H = 2.4; I = -12.1; J = -0.6

CC(=O)N/C(=C\c1ccccc1)C(=O)OCc1ccc(F)cc1
  A = 3.1; B = 5.4; C = -0.2; D = .; E = 0.0; F = -0.5; G = 3.1; H = -1.3; I = 3.1; J = -3.4

CCn1c(SCC(=O)Nc2ccc(C(=O)OC)cc2)nc2cccnc21
  A = 2.9; B = -4.8; C = -2.5; D = -12.6; E = -3.7; F = -2.5; G = 3.5; H = -1.4; I = -9.2; J = 0.5

O=P(Oc1ccc(-c2ccccc2)cc1)(N1CC1)N1CC1
  A = 3.5; B = .; C = -4.7; D = .; E = -0.7; F = 4.0; G = -3.5; H = -0.7; I = -4.2; J = .

CC(C)[C@H](NC(=O)c1ccccc1)C(=O)OCC(=O)c1ccccc1F
  A = -1.9; B = -2.2; C = -0.4; D = -1.8; E = -1.6; F = -4.1; G = 3.0; H = .; I = -2.1; J = -7.2

Cc1ccc(N=C(N(C)C)P(=O)(N(C)C)N(C)C)cc1
  A = 4.3; B = 10.6; C = -3.2; D = 1.8; E = -0.6; F = -11.1; G = -18.2; H = .; I = -3.8; J = 0.6

COc1ccc2c(c1OC)C(=O)N(c1nc(SC)n[nH]1)C2=O
  A = 3.9; B = 2.3; C = -3.7; D = 1.6; E = 1.0; F = -3.0; G = 0.1; H = -1.8; I = ?; J = -0.3

O=c1[nH]c(SCCc2ccccc2)nc2c1CCC2
  A = -4.3; B = .; C = -0.9; D = .; E = 2.3; F = 2.8; G = .; H = 0.1; I = -1.3; J = .

Cc1ccc(N(CC(=O)NCC2CCCO2)C(=O)CCC(=O)Nc2nccs2)cc1C (centres undefined)
  A = 8.4; B = 20.4; C = -2.2; D = 10.1; E = -2.2; F = 6.5; G = -2.0; H = -1.0; I = -2.0; J = 0.3

Cc1nc2ccccc2c(=O)n1NC(=O)Cc1ccc(Br)cc1
  A = 0.9; B = 42.0; C = -2.6; D = 3.3; E = 3.4; F = -11.9; G = -0.6; H = 0.3; I = -5.2; J = 1.5

c1ccc(Oc2cccc(OCCCCSc3ncccn3)c2)cc1
  A = -1.5; B = 28.6; C = 2.5; D = -3.1; E = 3.9; F = 14.5; G = -11.9; H = -1.7; I = 11.2; J = 1.6

c1ccc(-n2c(-c3ccncc3)nnc2-c2ccco2)cc1
  A = 7.6; B = 21.7; C = -19.4; D = 2.9; E = 4.3; F = -5.6; G = 0.5; H = 0.2; I = 3.9; J = 2.1

CNC(=O)c1ccccc1-c1ccccc1
  A = -9.7; B = 3.5; C = -3.8; D = -6.0; E = 2.3; F = 7.9; G = 4.5; H = -0.2; I = ?; J = -1.3

COc1ccc(/C(O)=C2/C(=O)C(=O)N(CCN3CCOCC3)C2c2cccnc2)cc1OC (centres undefined)
  A = 10.1; B = 8.8; C = -3.7; D = -8.7; E = -1.9; F = 4.6; G = 5.6; H = 8.6; I = -0.5; J = .

COc1cc(C(C)=O)ccc1OCC(=O)c1cc(C)n(C2CC2)c1C
  A = 18.1; B = -0.8; C = 0.3; D = 5.7; E = -3.6; F = 13.1; G = 3.6; H = .; I = 13.1; J = 0.3

O=C(O/N=C1\C(=O)N(c2ccccc2)c2ccccc21)C1CC1
  A = 6.7; B = 23.8; C = 1.8; D = -1.9; E = 1.6; F = -3.0; G = -0.4; H = .; I = -5.1; J = 0.7

C=CCN1CCN(c2ccncc2S(=O)(=O)N2CCN(C)CC2)CC1
  A = 12.4; B = .; C = -1.7; D = .; E = 0.5; F = 10.9; G = 2.5; H = 0.8; I = -0.2; J = .
